All columns: NCI-60 one-dose screen, growth in % after 48 h at 10 µM unless noted; 100 = growth as untreated, 0 = no growth, -100 = all killed.
CAKI-1 = CAKI-1 renal cancer; 75,000 compounds, 4.7% hits
ACHN = ACHN renal cancer; 81,000 compounds, 4.9% hits
RXF 393 = RXF 393 renal cancer cells; 77,000 compounds, 6.9% hits
OVCAR-4 = OVCAR-4 ovarian cancer cells; 80,000 compounds, 3.7% hits; AID 1794784
OVCAR-3 = OVCAR-3 ovarian cancer; AID 1794787; 79,000 compounds, 7% hits
A498 = A498 renal cancer cells | 76,000 compounds, 5.4% hits
OVCAR-5 = OVCAR-5 ovarian cancer; 82,000 compounds, 2.9% hits
OVCAR-8 = OVCAR-8 ovarian cancer. 81,000 compounds, 4.4% hits
* = called active by the depositor; . = no result given. The calls were made as follows: active = growth percent below 10; inactive = the rest.

molecule	OVCAR-3	OVCAR-8	A498	OVCAR-5	OVCAR-4	RXF 393	CAKI-1	ACHN
COc1ccc(OC)c(N2C(=N)/C(=C3\Nc4ccccc4S3)CC2=O)c1	109	101	.	99	95	112	95	58
CC(=O)Cc1ccc(-c2ccccc2)cc1	113	104	89	112	109	102	104	108
c1ccc(OCc2nnc(-c3ccc(Oc4ccccc4)cc3)o2)cc1	98	99	111	104	99	106	97	93
N/C(=N\C(N)=N\c1nc2ccccc2s1)c1ccc2ccccc2c1	109	85	97	102	85	92	36	78
C/C(=N/NC(N)=S)c1sc(Nc2ccc(O)cc2)nc1C	122	107	89	110	112	108	103	101
Nc1nc(=S)c2[nH]c(=S)[nH]c2[nH]1	122	98	142	107	105	95	92	91
O=P(O)(c1ccc(Br)cc1)c1ccc(Br)cc1	115	95	101	111	107	103	97	105
CCCn1c(=O)c(CCc2ccccc2)nc2c1c(=O)[nH]c(=O)n2Cc1ccccc1	108	101	69	109	98	.	86	89
O=C1NC(=O)/C(=C/c2c(-c3ccccc3)nc3sc(COc4ccccc4)nn23)S1	110	105	79	115	93	112	98	98
Cc1ccc(C(F)(F)F)cc1N1CCN(C(=O)[C@@H]2C[C@@H]2c2ccc(C(F)(F)F)nc2)CC1	100	93	101	109	97	97	71	93
Cc1cc2nnc3c4ncccc4c(C#N)n3c2cc1C	102	93	105	100	95	118	100	93
O=C1OC(c2ccccc2)=CC1(c1ccccc1)c1ccccc1	97	102	91	107	89	101	91	98
O=C1c2ccccc2C(=O)c2c1c(Br)cc1c(=O)[nH]nnc21	98	101	114	106	57	99	85	93
O=C1/C(=C/c2ccc(C(F)(F)F)cc2)COc2ccc(O)cc21	95	76	109	97	83	102	72	91
O=C1Nc2ccc(Cl)cc2/C1=C/c1ccc(OCC(=O)c2ccccc2)cc1	.	91	102	103	93	101	68	89
CC(C)(C)n1cc(-c2ccnc(NCCCNS(=O)(=O)c3ccc(C(F)(F)F)cc3)c2)c(-c2cccc(O)c2)n1	42	28	60	36	42	-3.5*	38	25
O=c1cc(-c2ccccc2)[nH]c2ccccc12	-38*	35	48	51	65	36	47	49
CCOC(OCC)c1cnc2nc(NC(C)=O)[nH]c(=O)c2n1	113	102	73	101	107	110	102	103
CCNC(=O)Nc1ccc(OC2CCNCC2)c(NC(=O)c2[nH]c(C)c(Cl)c2Cl)c1	110	104	.	99	103	124	93	103
CC[C@H](CC[C@@H](C)C1CC[C@H]2[C@@H]3CC=C4C[C@@H](OP(=O)(N5CC5)N5CC5)CC[C@]4(C)[C@H]3CC[C@]12C)C(C)C (stereo partly drawn)	118	114	158	104	111	127	147	98
O=CN1N=C(c2ccc(Nc3ccnc4cc(Cl)ccc34)cc2)CC1c1ccc(Cl)cc1 (stereo not drawn)	-24*	33	35	42	38	17	39	28
COc1ccccc1/C=N\O	104	112	93	93	113	111	96	101
CCCCC[n+]1ccc(SCC(=O)N(C)c2cccc(Cl)c2)c2ccccc21	124	98	95	102	95	.	96	107
ClCCCOCc1ccccc1	102	111	96	107	109	113	106	105
Nc1ccnc(=O)[nH]1	120	100	109	107	107	114	94	99
CCCCCCN(CCCCCC)C(=N)c1ccnc2ccccc12	69	72	37	77	68	70	.	53
CN(C)c1ccc(/C=C(\C#N)c2ccc([N+](=O)[O-])cc2)c(Cl)c1	100	99	.	110	97	101	105	108
COc1ccc(/C=C2\NC(=S)NC2=O)cc1	107	104	89	95	117	126	99	94
Cc1cc2c(cc1CCl)C(C)(C)CCC2(C)C	112	106	101	95	110	117	97	98
O=C(Nc1ccc(Oc2ccc(F)cc2)c(Cl)c1)c1cnccn1	44	71	68	81	.	72	50	94
Cc1cccc2c3c(sc12)C(c1ccc(F)cc1)c1c(nc(CC(=O)Nc2ccccc2)[nH]c1=O)O3 (stereo not drawn)	103	103	59	93	113	91	70	84
COc1ccc(NC(=O)OC(C)C)c(OC)c1	113	105	92	100	108	104	101	109
O=c1[nH][nH]cc1Sc1ncn[nH]1	106	93	.	93	99	105	95	101
Cc1nn(-c2ccccc2)c(Cl)c1/C=C1\N=C(c2ccccc2)N(C(=O)c2ccc3ccccc3c2)NC1=O	101	103	96	112	103	106	84	105
CCC(C(=O)[C@@H](C)[C@@H](O)[C@H](C)[C@@H]1O[C@@H]([C@@H](CC)C(=O)NCC(F)(F)F)CC[C@@H]1C)[C@H]1O[C@]2(C=CC(=O)[C@]3(CC[C@@](C)([C@H]4CC[C@](O)(CC)[C@H](C)O4)O3)O2)[C@H](C)C[C@@H]1C (stereo partly drawn)	64	79	82	108	38	82	32	73
OCCN(CCO)C(=S)S	121	100	114	120	118	113	93	109

An excerpt of these results, field by field.
molecule: COc1ccc(/C=C2\NC(=S)NC2=O)cc1
  OVCAR-3: 107; OVCAR-8: 104; A498: 89; OVCAR-5: 95; OVCAR-4: 117; RXF 393: 126; CAKI-1: 99; ACHN: 94

molecule: Cc1cc2c(cc1CCl)C(C)(C)CCC2(C)C
  OVCAR-3: 112; OVCAR-8: 106; A498: 101; OVCAR-5: 95; OVCAR-4: 110; RXF 393: 117; CAKI-1: 97; ACHN: 98

molecule: O=C(Nc1ccc(Oc2ccc(F)cc2)c(Cl)c1)c1cnccn1
  OVCAR-3: 44; OVCAR-8: 71; A498: 68; OVCAR-5: 81; OVCAR-4: .; RXF 393: 72; CAKI-1: 50; ACHN: 94

Next entries:
molecule	OVCAR-3	OVCAR-8	A498	OVCAR-5	OVCAR-4	RXF 393	CAKI-1	ACHN
O=C(CCCN1CCN(c2ccccc2)CC1)c1ccc(F)cc1	104	98	132	95	110	98	108	100
c1nc(N2CCOCC2)c2[nH]ccc2n1	118	106	96	116	106	117	103	109
C/C(=C\CCc1ccsc1)CC/C=C(\C)CCCN1CCN(CCO)CC1	65	59	39	72	42	.	78	51
COc1ccc(/C=C/C(=O)Nc2ccc(Cl)cc2C)cc1OC	114	100	101	97	104	97	87	106
COc1cc(C)ccc1Oc1nc(Nc2ccc(N3CCOCC3)cc2)ncc1NC(=O)Nc1cc(Cl)cc(Cl)c1	89	90	77	113	84	53	.	79
Cn1cc(-c2nc(-c3cn(C)c4ncccc34)cs2)c2cc(Br)ccc21	130	108	94	90	.	101	105	98
COc1cc(C(=O)Nc2cc(OC)c3ccn(C)c3c2)cc2c1C[C@]1(C)CC[C@@H](O)C(C)(C)[C@H]1O2	-15*	24	-23*	55	55	-33*	.	18
O=C(CNC(=O)OCc1ccccc1)NCC(=O)Oc1ccc([N+](=O)[O-])cc1	111	.	85	109	99	117	101	105
COc1ccc(NC(=O)c2ccc(Nc3ncnc4[nH]c(C)c(C)c34)cc2)cc1	103	99	93	108	126	105	.	107
CCOC(=O)C(=O)CC(=O)N1C(=S)NC(=O)C1CC(C)C (stereo not drawn)	112	101	99	98	102	.	102	103
O=C(Cn1cc(CN2CCN(c3ccnc4cc(Cl)ccc34)CC2)nn1)Nc1cccc([N+](=O)[O-])c1	88	75	91	96	92	77	76	88
Cc1ccc2nc(NC(=O)CSC(=S)N3CCN(c4ccccc4)CC3)sc2c1	104	.	108	96	93	108	.	100

Just CAKI-1 and ACHN, for 6 of the compounds above:
molecule	CAKI-1	ACHN
COc1ccc(/C=C/C(=O)Nc2ccc(Cl)cc2C)cc1OC	87	106
COc1cc(C)ccc1Oc1nc(Nc2ccc(N3CCOCC3)cc2)ncc1NC(=O)Nc1cc(Cl)cc(Cl)c1	.	79
Cn1cc(-c2nc(-c3cn(C)c4ncccc34)cs2)c2cc(Br)ccc21	105	98
COc1cc(C(=O)Nc2cc(OC)c3ccn(C)c3c2)cc2c1C[C@]1(C)CC[C@@H](O)C(C)(C)[C@H]1O2	.	18
O=C(CNC(=O)OCc1ccccc1)NCC(=O)Oc1ccc([N+](=O)[O-])cc1	101	105
COc1ccc(NC(=O)c2ccc(Nc3ncnc4[nH]c(C)c(C)c34)cc2)cc1	.	107

(more compounds)
molecule	OVCAR-3	OVCAR-8	A498	OVCAR-5	OVCAR-4	RXF 393	CAKI-1	ACHN
Cn1cc(-c2csc(-c3c[nH]c4ncccc34)n2)c2ccccc21	75	84	81	86	72	90	79	70
O=C1NCC(=O)N2[C@@H](c3ccccc3)SC[C@@H]12	110	.	105	98	105	110	92	104
CCOC(=O)CCN1C(=O)/C(=C/N2N=C(c3ccc(OC)cc3)CC2c2ccc(OC)cc2)SC1=S (stereo not drawn)	92	87	74	108	96	103	84	105
COc1ccc(/C(Cl)=N\N=C(\Cl)c2c(Cl)c(OC)c(OC)c(OC)c2Cl)cc1	51	69	91	101	76	62	.	.
O=C(CCN1C(=O)/C(=C/c2ccc(F)cc2)SC1=S)N1CCOCC1	79	81	73	79	56	48	88	64
CC(C)[N+](C)(CCOC(COc1ccccc1)COc1ccccc1)C(C)C	75	104	60	104	79	.	105	105
Cc1ccc(C2=Nn3c(C)nnc3SC2)cc1	.	100	84	101	102	104	83	108
COCCCNC(=O)c1nnn2c1nc(N)c1cc(Cl)ccc12	81	103	96	109	91	103	81	104
COc1ccc2c(c1)CC[C@@H]1[C@@H]2CC[C@]2(C)C3C(=CC(COC(C)=O)C4C(=O)c5c(O)cccc5C(=O)C43)C[C@@H]12 (stereo partly drawn)	92	96	116	90	78	93	71	93
Cc1ccc(-c2cc[nH]c(=O)c2-c2nc3ccccc3s2)cc1	103	103	.	109	108	111	86	108
COc1ncnc2c(CN3CCN(Cc4ccccc4)CC3)c[nH]c12	112	94	81	93	119	99	88	99
c1ccc2nc3c(cc2c1)sc1ncccc13	105	94	.	97	95	99	62	93
CC1=Nc2cc(C)c(C)cc2NC(=O)C1	118	104	116	107	.	111	111	100
COc1ccc(-c2nn(-c3ccccc3)cc2/C=C2/CCc3ccccc3C2=O)cc1	105	102	70	100	95	97	78	97
COC(=O)C(CSC(c1ccccc1)(c1ccccc1)c1ccccc1)NC(=O)C(CC(N)=O)NC(=O)OCc1ccccc1 (stereo not drawn)	-5.8*	13	21	67	40	34	44	28
COc1ccc2cc(-c3nc4nonc4[nH]c3=O)ccc2c1	103	105	119	102	104	115	103	105
COc1cc2c(=O)ccn(-c3ccc(N(C)C)cc3)c2cc1OC	100	93	49	99	97	92	98	84
CNCc1cccc2c1OCCOCCN(C)C(=O)CN(C)S(=O)(=O)c1ccc(cc1)-c1cnc(N)c(n1)C(=O)N2	-25*	2.0*	70	34	42	-0.9*	27	-3.0*
CC[C@H](CC[C@@H](C)[C@H]1CC[C@H]2[C@@H]3CC(=O)C4=CC(=O)/C(=C\c5ccco5)C[C@]4(C)[C@H]3CC[C@]12C)C(C)C	95	80	108	97	97	99	75	89
COc1ccc(-c2c(NC(=O)Nc3ccc(OC(F)(F)F)cc3)cnn2-c2ccc(S(N)(=O)=O)cc2)cc1	79	77	72	108	88	70	.	94
Cc1ccc(S(=O)(=O)Nc2cncnc2NS(=O)(=O)c2ccc(C)cc2)cc1	120	98	125	112	95	111	88	108
C=CCSc1nc2cc3c(C)c(CC)c(=O)oc3c(C)c2o1	114	104	109	108	110	121	.	.
COc1ccc(C2CC(c3ccc(Cl)cc3)=NN2c2nc(-c3ccccc3)c(C#N)c(=O)n2C)cc1 (stereo not drawn)	71	75	74	102	68	91	65	84
C=C1CC[C@@H]2[C@]3(C)COC(c4ccccn4)O[C@@H]3CC[C@@]2(C)[C@@H]1CC(O)C1=CCOC1=O (stereo partly drawn)	97	92	102	118	98	110	99	113
Cc1ccc(/C=C/C(=O)Nc2ncc(Cc3ccc(F)cc3)s2)o1	37	78	27	64	85	67	35	56
CC(C)(CCC(=O)O)[N+](=O)[O-]	137	114	98	115	107	106	96	114
CCCCCCCCCCCCCCCCCC(=O)Nc1ccc(OC)cc1	119	112	105	114	113	115	98	105

Screens as filed in PubChem BioAssay.

Compounds were not picked by outcome (roughly 10% active in at least one column).
